mHTT-CaM PPI inh = mutant huntingtin-calmodulin interaction inhibitors – biochemical, AlphaScreen, primary screen | 190,000 compounds, 3.6% hits | AlphaScreen His-mHTT/GST-CaM binding, luminescence | P42858 | inhibition, % at 15 µM | AID 1671202, 2021;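 also: 0% = both proteins with DMSO and 100% = one protein alone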
Pf apPOL inh = Pf-apPOL inhibitors, biochemical, fluorescence; inhibition, % at 10 µM; 210,000 compounds, 0.25% hits; Recombinant Pf-apPOL, molecular beacon fluorescence, 1.5 h; Plasmodium falciparum apicoplast DNA polymerase (apPOL)
An asterisk follows results filed as active; nt = not tested or not shown; & = joins results of further samples. Rule as the data show it: active = inhibition above about 50%; inactive = the rest.

SMILES	mHTT-CaM PPI inh	Pf apPOL inh
Cc1cc(C)cc(N2C=C(C#N)S(=O)(=O)c3ccc(Cl)cc32)c1	-2	-2
CCc1ccccc1N(CC(=O)Nc1ccccc1C(=O)NCc1ccccc1)S(C)(=O)=O	-2	3
CCN(CCCNC(=O)c1ccc2c(c1)NC(=O)C1CCCN21)Cc1ccccc1 (configuration not stated)	19	50*
O=C(CSc1nc2ncccc2[nH]1)Nc1cc(Cl)ccc1Cl	3	-1
C[C@@H]1CCC(=O)N(C[C@@H](C)CSc2ccc(Br)cc2)CC1	1	-8
CCc1ccc2[nH]c(C(=O)NCc3cc(Cl)ccc3Cl)cc2c1	nt	-10
CCOc1ccc(NC(=O)c2ccc(F)c(S(=O)(=O)N3CCc4ccccc43)c2)cc1	2	-4
C=CCOc1nc(NCC)nc(NCC)n1	-5	-9
CCN(CC)CCNC(=O)c1ccccc1C(=O)c1ncc[nH]1	0	-6
CC(C)C(=O)Nc1ccc(N2CCOCC2)nc1	3	-6
O=C(Nc1nccn(-c2ccc(Br)cc2)c1=O)c1ccncc1	-7	0
O=C(c1ccc(CS(=O)(=O)Cc2ccccc2Cl)o1)N1CCc2ccccc2C1	15	-16
O=C(Cc1ccccc1)NNC(=S)Nc1ccccc1	nt	-12&-41
COc1ccc(SCC(=O)Nc2sccc2-c2nc3ccccc3s2)cc1	-10	-2
COCCn1cc(NC(=O)Nc2ccccc2Cl)c2ccccc21	-1	11
C=CCN(CC=C)C(=O)Cc1cccs1	-2&6	-4
Cc1cc(NC(=O)c2ccc(Oc3ccc(C(=O)Nc4cc(C)on4)cc3)cc2)no1	-12	3
COc1ccc(C2C=C(c3ccc(I)cc3)Nc3ncnn32)cc1OC (configuration not stated)	1	5
O=C(O)Cn1c2ccccc2c2cc([N+](=O)[O-])ccc21	8	-2
Cc1nc(C)c(-c2ccc(SCC(=O)N3CCCc4ccccc43)nn2)s1	-1	-2
CCCCCCSc1ncn[nH]1	nt	-6
O=C1COCC(=O)N1CCc1c[nH]c2ccccc12	nt	-4
O=C(Nc1cc(F)ccc1F)C1CCCN(c2ncnc3c2nc2n3CCCCC2)C1 (configuration not stated)	19	3
C=CCC(N)(CC=C)c1ccc(C(N)(CC=C)CC=C)cc1	-1&-7	5&-3
O=C(Cc1c[nH]c2ncccc12)NCc1cccc(C(F)(F)F)c1	0	-1
COc1ccc(OC)c(NC(=O)N2CCCC2c2ccc(F)cc2)c1 (configuration not stated)	21	-2
O=C(Nc1cnc(-c2cccc(Cl)c2)nc1)c1ccccc1Cl	5	-1
COc1ccccc1-c1cc(CC(C)C)nc(N)c1C#N	-7	-4
O=S(=O)(Nc1ccc2c(c1)OCCO2)c1cccc2nonc12	nt	-4
Cc1ccc(NC(=O)Cn2ccc3c(=O)n(C)ccc32)cc1F	2	2
COc1ccc(CCNC(=O)C(=O)Nc2cccc(C)c2)cc1OC	12	-6
O=C(NCCn1nc(-c2cccs2)ccc1=O)c1ccc(N2CCCC2)nn1	-18	-3
COc1ccc(NC(=O)c2cc(OC)c(OC)c(OC)c2)c([N+](=O)[O-])c1	-4	1
CCOc1ccccc1NC(=O)CN1CCC2(CC1)N=C(c1ccccc1)C(=O)N2	2	-1
Clc1ccc(CSc2nc(Nc3ccccc3)c3cnn(-c4ccccc4)c3n2)cc1	nt	-1
CCn1c(C2CCN(S(=O)(=O)c3cc(OC)ccc3OC)C2)nc2cccnc21 (configuration not stated)	-4	-6
CN(C)C1=C(Nc2cccc(Cl)c2)C(=O)c2ccccc2C1=O	57*	-4
O=C(c1ccc(F)cc1F)N1CCCC1c1nc(-c2cccc(Cl)c2)no1 (configuration not stated)	-10	-1
Cc1cccc(CN2CCN(C3CN(Cc4cn(Cc5ccccc5)nn4)S(=O)(=O)C3)CC2)c1 (configuration not stated)	2	-4
CC(=O)Nc1ccc(S(=O)(=O)N2CCN(c3ccccn3)CC2)cc1	1	9
O=C(CN1CCCC1)N1CCN(c2ccc([N+](=O)[O-])cc2)CC1	6	-6
COc1ccc(OC)c(C2SCCN2S(=O)(=O)c2cc([N+](=O)[O-])c(C)c([N+](=O)[O-])c2)c1 (configuration not stated)	11	-6
O=C(NCc1cccnc1-c1ccccc1)c1ccsc1	-11	-6
CCCN(CCC)C(=O)c1cccc(Cl)c1	-12	0
CC(C)NC(=O)c1ccc(OCC2CCCN2C(=O)c2cc(F)ccc2Cl)cc1 (configuration not stated)	-1	-4
O=C(NCc1ccsc1)NC(c1ccccc1)c1ccccc1	-10	-4
N#CC1=C(N)SC(N)=C(C#N)C1c1ccc(-c2ccccc2)cc1	52*	0
Cc1nc2ccccc2c2c1C(=O)N(c1ccccc1)C2=O	12	4
NC(=O)c1c(NC(=O)c2cccnc2)sc2c1CCCCC2	4	6
O=C(c1cccc(F)c1)N1CCCC(c2ccnc(-c3cccc(F)c3)n2)C1 (configuration not stated)	23	-3

Following part
SMILES	mHTT-CaM PPI inh	Pf apPOL inh
O=C(NCc1cccc(Cl)c1)c1cn2ccncc2n1	-3	-3
Cc1ccnc(N2CCC(C(=O)Nc3ccc(F)cc3)CC2)n1	-5	-1
CC(=O)N(C)CC(=O)N1N=C(c2cccs2)CC1c1ccccc1F (configuration not stated)	-4	3
COc1ccc(-c2cc(C(=O)N3CCN(c4ccc([N+](=O)[O-])cc4)CC3)c3ccccc3n2)cc1	14	2
N#Cc1c(C(F)(F)F)cc(-c2cccs2)nc1N1CCCCC1	nt	-13
CC(C)C[C@@H]1COc2cc(N3CC[C@H](O)C3)ccc2S(=O)(=O)N1	4	-3
Cc1nn(CC(=O)NCc2cccs2)c(C)c1[N+](=O)[O-]	-5	-8
CC(=O)Nc1ccc(N2C(=O)CC(NCc3ccc(Cl)c(Cl)c3)C2=O)cc1 (configuration not stated)	23	1
CCN(CC)CN1C(=O)C(=Nc2ccccc2C)c2ccccc21	10	3
CCCCSc1nc(CCC)cc(=O)[nH]1	-10	-10
O=C(Nc1ccc(Cn2cncn2)cc1)c1ccccn1	-4	-5
Cc1cccc(N=Cc2cc(I)cc(I)c2O)c1	11	-2
CC1CC(Nc2ncnc3nc[nH]c23)CC(C)(C)C1 (configuration not stated)	-4	-1
CCOCCCNC(=O)C1CCN(c2cnn(Cc3ccccc3)c(=O)c2)CC1	-2	-4
Cc1ccc(C)c(N2CCN(C(=O)c3ccccc3C)C(C)C2=O)c1 (configuration not stated)	-3	1
COc1cc2c(cc1OC)C(C(=O)Nc1ccc(C(C)C)cc1)C(c1ccccc1F)N(C)C2=O (configuration not stated)	10	-4
CCC(C)C1NC(=O)NC1=O (configuration not stated)	5	2
O=C(Nc1ccc(Cl)cc1)O[C@@H]1CC[C@@]23CCCN2C(=O)CCC[C@H]3C1	-11	-7
Clc1ccc(CN2CCc3nc(N4CCN(c5ccccc5)CC4)ncc3C2)cc1	41	3
COC(=O)c1sccc1NC(=O)N1CCCC1c1cc(C)on1 (configuration not stated)	-8	0
CC1(C)C2CCC13CS(=O)(=O)N1OC13C2 (configuration not stated)	nt	6
CC1=NN(C(=O)c2ccc(Br)cc2)C(O)(C(C)(C)C)C1 (configuration not stated)	9	-6
Cc1ccc(C(=O)NCC2CC(=O)N(c3ccc(Cl)cc3)C2)cc1[N+](=O)[O-] (configuration not stated)	-15	-15
COc1ccc(C2CC(=O)Nc3n[nH]c(C)c32)cc1Br (configuration not stated)	6	-4
O=C(NCCc1ccc(F)cc1)Nc1ccc(F)cc1F	-2	-2
CCOc1ccc(C(=O)Nc2ccc(OC)cc2)cc1[N+](=O)[O-]	0	7
CCC(C)NC(=O)c1cnc(-c2ccc(C)cc2)nc1N1CCOCC1 (configuration not stated)	-3	-7
COc1ccc(C2CC(C(F)(F)F)n3nc(C(=O)Nc4ccc(C)c(C)c4)cc3N2)cc1 (configuration not stated)	5	-7
COc1ccc(NC(=O)c2nc(C)oc2C)c(C)c1	20	8
CC1(C(=O)NCc2ccc(F)cc2)CCCN(C(=O)Nc2cccc(Br)c2)C1 (configuration not stated)	-8	6

Complete entries, quoted from the list:
`CCC(C)NC(=O)c1cnc(-c2ccc(C)cc2)nc1N1CCOCC1` (configuration not stated) in the list: mHTT-CaM PPI inh: -3; Pf apPOL inh: -7
`COc1ccc(C2CC(=O)Nc3n[nH]c(C)c32)cc1Br` (configuration not stated) in the list: mHTT-CaM PPI inh: 6; Pf apPOL inh: -4
`COc1ccc(NC(=O)c2nc(C)oc2C)c(C)c1` in the list: mHTT-CaM PPI inh: 20; Pf apPOL inh: 8

The main list resumes with the 7 entries that preceded the break.
SMILES	mHTT-CaM PPI inh	Pf apPOL inh
COc1ccc(C2CC(=O)Nc3n[nH]c(C)c32)cc1Br (configuration not stated)	6	-4
O=C(NCCc1ccc(F)cc1)Nc1ccc(F)cc1F	-2	-2
CCOc1ccc(C(=O)Nc2ccc(OC)cc2)cc1[N+](=O)[O-]	0	7
CCC(C)NC(=O)c1cnc(-c2ccc(C)cc2)nc1N1CCOCC1 (configuration not stated)	-3	-7
COc1ccc(C2CC(C(F)(F)F)n3nc(C(=O)Nc4ccc(C)c(C)c4)cc3N2)cc1 (configuration not stated)	5	-7
COc1ccc(NC(=O)c2nc(C)oc2C)c(C)c1	20	8
CC1(C(=O)NCc2ccc(F)cc2)CCCN(C(=O)Nc2cccc(Br)c2)C1 (configuration not stated)	-8	6
COc1ccc(/C=C2/SC(N3CCC(C)CC3)=NC2=O)c(OC)c1	58*	-4
Cc1cc(C)cc(-n2c(C)nc3cc(C(=O)NC4CCCC4)ccc32)c1	35	-11
COc1ccc(NC(=O)C(NC(=O)c2ccc(=O)[nH]c2)c2ccc(C)cc2)cc1 (configuration not stated)	11	-7
O=C(Nc1ccc2c(c1)OCO2)C(Sc1ccccc1)c1ccccc1 (configuration not stated)	15	-3
COc1cc(C(=O)NCCC2CCN(C(=O)NC3CCCCC3)CC2)cc(OC)c1OC	2	5
Cn1cc(Cl)c(C(=O)NCCn2cc(Cl)cn2)n1	-6	nt
O=C(COc1ccc(Cl)cc1)Nc1nnc2ccccn12	16	-2
O=S(=O)(Nc1cc(F)cc(F)c1)c1c[nH]c2ncccc12	-6	1
O=C(CN1CCC2(CC1)N=C(c1ccc(F)cc1)C(=O)N2)Nc1ccccc1Cl	0	-1
O=C(c1ccc(F)c(F)c1)N1CCN(CCn2cccn2)CC1	-9	0
CC1CCc2c(sc(NC(=O)c3ccccc3[N+](=O)[O-])c2C(N)=O)C1 (configuration not stated)	2	-2
O=C(O)CNc1ccccc1C(=O)O	1	0
CC(C)Sc1nc2ncnc(N)c2[nH]1	-2&-4	-2
CC(C)(C)CC(=O)Nc1ccc2c(N3CCOCC3)ncnc2c1	6	-11
O=C(C1CCC1)N1CCc2sc(S(=O)(=O)N3CCN(c4ccccc4)CC3)cc2C1	16	-4
CCOc1ccc(NC(=O)N2CCC(c3cc(N)on3)CC2)cc1	-4	-2
CS(=O)(=O)Nc1ccc(C2(C(=O)NCc3cccc(F)c3)CCCCC2)cc1	-12	-4
CCc1ccc(-n2[nH]c3c(cnc4ccc(C(=O)N5CCSCC5)cc43)c2=O)cc1	1	1
CC1(C)Cc2c(sc3nc4n(c(=O)c23)CCS4)CO1	1	-1
CSc1nnc(-c2cc(Br)ccc2N)c(=O)[nH]1	-4	1
Cn1ccc2c(-c3cncc4ccccc34)cc3c(c21)C1CCC3C1 (configuration not stated)	100*	0
CS(=O)(=O)CS(=O)(=O)Oc1ccc(F)cc1F	nt	2
CCOc1cc(C=C2SC(=S)N(C(CC)C(=O)O)C2=O)ccc1O (configuration not stated)	24	-23
Cc1ccc(N2C(=O)CSC2c2ccccc2Cl)cc1 (configuration not stated)	-15	3
CCCNC(=O)C1CCc2nc(N3CCN(C(=O)C4CCC4)CC3)sc2C1 (configuration not stated)	1	-3
C1=C(c2ccccc2)N2CCN=C2S1	-1	-2
Cc1ccccc1CNS(=O)(=O)c1cc(Cl)ccc1Cl	-24	-7
COc1ccccc1C(=O)Nc1c2c(nn1-c1cccc(Cl)c1)CS(=O)C2 (configuration not stated)	0	-1
C=CCNC(=O)C1CC(c2ccc(F)c(C)c2)CN(C(C)=O)C1 (configuration not stated)	34	-2
CCOc1ccc(CCNC(=O)Cc2cn(C)c3ccccc23)cc1OCC	6	-8

Entries above that contain a CF3 group, in the order listed:
SMILES	mHTT-CaM PPI inh	Pf apPOL inh
O=C(Cc1c[nH]c2ncccc12)NCc1cccc(C(F)(F)F)c1	0	-1
N#Cc1c(C(F)(F)F)cc(-c2cccs2)nc1N1CCCCC1	nt	-13
COc1ccc(C2CC(C(F)(F)F)n3nc(C(=O)Nc4ccc(C)c(C)c4)cc3N2)cc1 (configuration not stated)	5	-7

(cont.)
SMILES	mHTT-CaM PPI inh	Pf apPOL inh
CC(=O)Nc1c2c(nn1-c1ccc(C)cc1C)CS(=O)(=O)C2	0	-2
COc1nn(C)cc1C(=O)NCC1(c2ccc(F)cc2)CC1	0	-10
COc1ccc(-n2nc(C(=O)N(C)c3ccc(Cl)cc3)c3ccccc3c2=O)c(OC)c1	34	-2
CCCC(=O)Nc1cc(C)c2c(=O)oc3ccccc3c2n1	16	0
COc1ccccc1-c1coc2c3c(ccc2c1=O)OCN(Cc1ccccc1)C3	-4	-4
CCOc1cccc2cc(-c3cc(=O)oc4cc(OC(=O)C(C)C)ccc34)c(=O)oc12	-1	-2
C[C@H]1[C@H](NC(=O)c2cccc(Cl)c2)CC[C@@]23CCCN2C(=O)CCC[C@@H]13	-3	-6
CCCN(CCC)S(=O)(=O)c1ccc(C(=O)Nc2nnc(-c3ccc(F)cc3)o2)cc1	6	-24
Cn1c(C2CCN(Cc3ccc(F)cc3)C2)nc2cccnc21 (configuration not stated)	1	-6
O=C(NCCCN1CCCC1=O)c1cnn2c3c(cnc12)CCCC3	-2	5
CC(C)NC(=O)ON=C(N)COc1ccc(C2SCCS2)cc1	nt	-16
Oc1oc(-c2ccccc2F)nc1C=Nc1ccc(Cl)cn1	5	4
O=C(O)c1ccccc1SC1CC(=O)N(c2ccc(OC(F)(F)F)cc2)C1=O (configuration not stated)	nt	-4
Cc1ccccc1OCC(=O)OCc1cc(-c2ccccc2F)on1	-16	-3
CC(=O)Nc1nc2ccc(S(C)(=O)=O)cc2s1	-4	0

A portion of the library. The share of hits here may be higher or lower than overall.
